High-throughput results from PubChem.
WRN inhibitor – qHTS for Inhibitors of WRN Helicase. Bifunctional 3'-5' exonuclease/ATP-dependent helicase WRN (Homo sapiens), Q14191. WRN helicase unwinding, fluorescent forked duplex, kinetic. 360,000 compounds, 0.46% hits. AID 651768, 2012. Potency, µM (top dose mostly 114 µM), for the others: at the top dose activity change, negative = inhibition, hits mostly inhibitors; further: potency means the concentration at half of the fitted maximal effect; on the % scale 0 is the no-effect control and ±100 the full control effect; nearly all actives have a fitted effect of over 55% in size
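WRN at 20 nM final preincubated with compound 15 min at room temperature; reaction started with 100 nM fluorophore/quencher forked duplex oligonucleotide and 2 mM ATP final. Unwinding followed kinetically by red fluorescence (ex 525, em 598 nm).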
CCT modulator – High-Throughput Screening for Modulators of Cytosolic Chaperonin Activity; 360,000 compounds, 0.3% hits; purified chaperonin ATPase assay, HTRF ADP detection, 30 min; AID 651819, 2012; activity change, % (no concentration beside the values), hits read low; in the data active means activity change below about -30%; further: on the % scale 0 is the no-effect control and ±100 the full control effect
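We incubate TRiC, 40 or 20 nM final, with library compounds at 76 uM and 10 uM ATP for 30 min at 37 °C. ADP formed is detected with Transcreener HTRF reagents after 30 min at room temperature.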
PLK1 PBD inh – qHTS for Inhibitors of PLK1-PDB (polo-like kinase 1 - polo-box domain): Primary Screen. AID 720504, 2013. Plk1 PBD binding of FITC phosphopeptide, fluorescence polarization. Serine/threonine-protein kinase PLK1 (Homo sapiens), P53350. Potency, µM, for the others: max response, negative = inhibition, hits mostly inhibitors. 360,000 compounds, 2.8% hits; further: potency means the concentration at half of the fitted maximal effect; series mostly up to about 57 µM; on the % scale 0 is the no-effect control and ±100 the full control effect; nearly all actives have a fitted effect of over 65% in size
EPAC2 agonist – qHTS for Agonist of cAMP-regulated guanine nucleotide exchange factor 4 (EPAC2): primary screen | Rap guanine nucleotide exchange factor 4 (Homo sapiens), Q8WZA2 | EPAC2 activation, biochemical qHTS; response scale: 100% = 6.5 mM cAMP response | Potency, µM (highest dose often 154 µM), inactives show top-dose activation, hits mostly activators | 360,000 compounds, 0.079% hits; further: potency means the concentration at half of the fitted maximal effect; nearly all actives have a fitted effect of over 50% in size
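qHTS, titration series. 100 nM EPAC2 / 250 nM Rap1B-BODIPY-GDP / 50 uM GDP; RT; ex 480/em 540 nm, 5-min reads to 30 min. Norm. to 6.5 mM cAMP = activation.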
EPAC1 antagonist – qHTS for Antagonist of cAMP-regulated guanine nucleotide exchange factor 3 (EPAC1): primary screen; Rap guanine nucleotide exchange factor 3 (Homo sapiens), O95398; EPAC1 GEF assay, Rap1b-BODIPY-GDP exchange fluorescence; Potency, µM (series often up to 115 µM), for the others: at the top dose activity change, negative = inhibition, hits mostly inhibitors; 360,000 compounds, 0.14% hits; AID 720709, 2013;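 further: potency means the concentration at half of the fitted maximal effect; plate controls were vehicle for no effect and positive control for full effect; nearly all actives have a fitted effect of over 50% in size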
EPAC1 agonist – qHTS for Agonist of cAMP-regulated guanine nucleotide exchange factor 3 (EPAC1): primary screen. EPAC1 agonist qHTS, biochemical assay; response scale: 100% = response to 6.5 mM cAMP. AID 720707, 2013. 360,000 compounds, 0.073% hits. Potency, µM (series often up to 154 µM), without a hit: at the highest dose activation, most hits filed as activators; further: potency means the concentration at half of the fitted maximal effect; nearly all actives have a fitted effect of over 60% in size
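Fluorescent GDP-exchange assay: 100 nM EPAC1 with 250 nM Rap1B preloaded with BODIPY-GDP and 50 uM GDP; compounds tested as concentration series, 5 min at room temperature, then read every 5 min for 30 min (ex 480/em 540 nm); normalized to 6.5 mM cAMP.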
IL2 activator – qHTS of IL-2 Activators. IL-2 activation reporter assay, cell-based qHTS; stimulated with anti-CD3/CD4/CD28 beads; in transgenic mouse T cells. activation, % (series mostly up to about 46 µM). 360,000 compounds, 0.065% hits. AID 652025, 2013; in the data active means activation above about 50%; inconclusive means mostly about 30% to 49%; further: 0% is about no effect
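First, unstimulated transgenic mouse T cells were exposed to compound for 60 min. Next, anti-CD3/anti-CD4-coated beads with anti-CD28 were added. Finally, after 18 h at 37 degrees C, EGFP and DsRed were imaged.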
PI5P4Ka inh – qHTS for Inhibitors of phosphatidylinositol 5-phosphate 4-kinase (PI5P4K); Phosphatidylinositol 5-phosphate 4-kinase type-2 alpha (Homo sapiens), P48426; PI5P4Kalpha enzyme, ADP-Glo luminescence, 60 min; active compounds read low; max response, %; 330,000 compounds, 1.2% hits; active means max response of -50% or lower; inconclusive means between -30% and -50%; inactive means -30% or higher; further: value at the top dose of about 77 µM; on the % scale 0 is the no-effect control and ±100 the full control effect
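Luminescence from ADP-Glo served as readout of PI5P4Kalpha activity in a qHTS format. Reaction: enzyme, substrate, compound, ATP at 5 microM final, 60 min at RT.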
* marks the source's active call; other numbers are inactive results; ? = inconclusive; / = not tested or not shown; [ ] = dose if it differs, or a comment. Unless noted, the call rests on the fitted dose curve; in most records, active means well fitted curve in the direction sought with a large enough effect; inconclusive means small, poorly fitted or top-dose-only effect, or another doubt; inactive means no such curve, though single readings can be large; an effect the other way counts as inactive or inconclusive. Not all compounds are listed; the hit share may differ from the screen's.

Structure	WRN inhibitor	CCT modulator	PLK1 PBD inh	EPAC2 agonist	EPAC1 antagonist	EPAC1 agonist	IL2 activator	PI5P4Ka inh
CC1(C)Cc2cccc(C(=O)NCc3ccco3)c2O1	-27%	-3.3	-23%	18%	-7%	6%	-0.7	-15
COc1ccnc(Oc2ccccc2)c1C(=O)N/C=N/OCc1ccccc1F	5%	1.0	-22%	9%	-2%	-8%	0.0	-5
Cc1cc2oc(=O)cc(-c3ccccc3)c2c(C)c1-c1ccc(N(C)C)cc1	0%	-0.7	-11%	5%	-11%	4%	-0.8	-17
CCN(CC)C(=O)c1sc(NC(=O)c2ccc(Br)o2)c(C(=O)OC)c1C	-2%	-0.8	2%	-1%	0%	8%	-1.5	/
Cc1nnc(SCC(=O)Nc2cccc(S(=O)(=O)NC3=NCCCCC3)c2)n1Cc1ccccc1	-2%	-1.8	-11%	4%	-16%	3%	0.0	0
CCOCCCNC(=O)Cn1cnc2sc(C)c(S(=O)(=O)N3CCN(c4ncccn4)CC3)c2c1=O	7%	-26	-11%	8%	3%	12%	-1.0	-7
O=C(Nc1ccc(-c2csnn2)cc1)C(Cl)(Cl)Cl	-2%	-2.0	-3%	8%	-4%	10%	0.9	-5
COc1ccc(C(=O)NCC(=O)N/N=C/C=C/c2ccccc2)cc1OC	-3%	1.0	-3%	11%	-5%	5%	2.2	-5

Arranged by the number under EPAC1 antagonist (descending): 3 from the list above.
SMILES	EPAC1 antagonist
CCN(CC)C(=O)c1sc(NC(=O)c2ccc(Br)o2)c(C(=O)OC)c1C	0%
O=C(Nc1ccc(-c2csnn2)cc1)C(Cl)(Cl)Cl	-4%
COc1ccc(C(=O)NCC(=O)N/N=C/C=C/c2ccccc2)cc1OC	-5%

Returning to the listing with the 2 entries that preceded the break.
Structure	WRN inhibitor	CCT modulator	PLK1 PBD inh	EPAC2 agonist	EPAC1 antagonist	EPAC1 agonist	IL2 activator	PI5P4Ka inh
O=C(Nc1ccc(-c2csnn2)cc1)C(Cl)(Cl)Cl	-2%	-2.0	-3%	8%	-4%	10%	0.9	-5
COc1ccc(C(=O)NCC(=O)N/N=C/C=C/c2ccccc2)cc1OC	-3%	1.0	-3%	11%	-5%	5%	2.2	-5
COc1cc(/C=N/N2CCOCC2)ccc1OCc1ccc(Cl)cc1	-13%	1.0	0%	-2%	-3%	-1%	-3.7	-2
Cc1nn(C)c(C)c1NC(=O)CCCSc1nc(-c2ccco2)cc(C(F)(F)F)n1	-2%	0.8	-3%	-10%	-1%	1%	-0.7	2
Cc1ccc(/C=N/NC(=O)c2n[nH]c3c2CCCC3)cc1	-3%	1.6	-7%	2%	9%	14%	3.0	-2
CC(C)(Nc1ccccc1)C(=O)c1ccccc1	3%	0.7	3%	-8%	9%	-22%	2.0	-7
O=C1Nc2ccccc2-c2nnnn2C1N1CCC(Cc2ccccc2)CC1 (stereo unspecified)	-10%	/	-5%	7%	-8%	-1%	-0.3	-12
Cn1cccc1C(=O)NC(=O)COC(=O)CNS(=O)(=O)c1ccc(Br)cc1	-13%	-3.7	-8%	5%	4%	-1%	0.9	?
COc1cccc(C(=O)N/N=C/C(Br)=C/c2ccccc2)c1	-16%	2.0	2%	2%	-4%	1%	-0.4	6
CCOC(=O)c1cc2c(c(CCO)n1)[C@H](CCO)N(S(=O)C(C)(C)C)C2 (stereo partly specified)	-3%	-2.3	-1%	4%	-2%	-5%	-0.2	-1

3 entries from above, set out differently:
SMILES: COc1cc(/C=N/N2CCOCC2)ccc1OCc1ccc(Cl)cc1
- WRN inhibitor: -13%
- CCT modulator: 1.0
- PLK1 PBD inh: 0%
- EPAC2 agonist: -2%
- EPAC1 antagonist: -3%
- EPAC1 agonist: -1%
- IL2 activator: -3.7
- PI5P4Ka inh: -2

SMILES: Cc1nn(C)c(C)c1NC(=O)CCCSc1nc(-c2ccco2)cc(C(F)(F)F)n1
- WRN inhibitor: -2%
- CCT modulator: 0.8
- PLK1 PBD inh: -3%
- EPAC2 agonist: -10%
- EPAC1 antagonist: -1%
- EPAC1 agonist: 1%
- IL2 activator: -0.7
- PI5P4Ka inh: 2

SMILES: Cc1ccc(/C=N/NC(=O)c2n[nH]c3c2CCCC3)cc1
- WRN inhibitor: -3%
- CCT modulator: 1.6
- PLK1 PBD inh: -7%
- EPAC2 agonist: 2%
- EPAC1 antagonist: 9%
- EPAC1 agonist: 14%
- IL2 activator: 3.0
- PI5P4Ka inh: -2

Remaining list, next part.
Structure	WRN inhibitor	CCT modulator	PLK1 PBD inh	EPAC2 agonist	EPAC1 antagonist	EPAC1 agonist	IL2 activator	PI5P4Ka inh
OCC(O)C1OC(c2ccccc2)OC(CO)C1O (stereo unspecified)	5%	0.3	2%	2%	7%	-14%	0.2	-2
CCC(Sc1nc(N)c(NC(=O)c2ccc(OC)c(OC)c2)c(=O)[nH]1)C(=O)OC (stereo unspecified)	12%	0.3	-5%	-9%	-9%	-11%	-2.3	4
C=CCn1c(=O)c2c(nc(-n3nc(C)cc3C)n2C)n(C)c1=O	4%	-3.7	7%	-3%	23%	2%	1.3	-13
COc1ccccc1-c1csc(C(NC(C)=O)c2cccc(F)c2)n1 (stereo unspecified)	-3%	-4.2	-11%	18%	-12%	-3%	0.6	9
CC(=O)Nc1ccc(-c2cc(N)n(-c3ccccc3)n2)cc1	0%	-1.6	0%	1%	-1%	-4%	-0.7	-15
Cc1[nH][nH]c(=O)c1C=NCc1cccs1	-3%	2.4	-3%	-3%	-14%	-10%	-5.5	-4
CN(C)CCCN(C(=O)c1ccc(S(=O)(=O)N(C)C2CCCCC2)cc1)c1nc2ccc(F)cc2s1	1%	0.7	-6%	7%	-5%	7%	-3.7	2
O=C(c1cccnc1)N1CCC(Oc2ccc(C(=O)N3CCCCO3)cc2)CC1	4%	1.2	1%	-2%	5%	-10%	-3.1	5
CCc1cccc(C)c1NC(=O)C1CCCN(S(C)(=O)=O)C1 (stereo unspecified)	15%	-2.3	-11%	2%	9%	-6%	-1.4	-8
Cc1cccc2cc(C#N)c(SCC#N)nc12	1%	-0.5	?	-13%	-9%	1%	1.5	0
O=C(CNC(=O)c1ccc([N+](=O)[O-])cc1)c1ccccc1	0%	-1.3	3%	5%	10%	0%	3.4	/
COc1ccc(CNC(=O)c2ccc3oc(C(C)C)nc3c2)cc1	3%	-9.8	6%	13%	3%	-2%	-1.1	-3
Cn1nc(C(=O)NC2CCC(O)CC2)c2ccccc2c1=O (stereo unspecified)	-6%	-4.4	1%	5%	-19%	11%	0.9	1
CC(Sc1nnc(N)s1)C(=O)Nc1ccc(N2CCOCC2)cc1 (stereo unspecified)	-7%[57.1 µM]	-1.7	-2%	-10%	5%	5%	-2.4	-10
CCN(C(=O)CSc1nnc(Cn2nnc3ccccc32)o1)c1nc(-c2ccccc2)cs1	-18%	2.0	-5%	10%	-20%	-7%	-7.3	2
O=c1c2c3c(sc2ncn1-n1cccc1)CCCCC3	-4%	0.7	-2%	2%	-4%	6%	3.5	2
COc1ccc(NC(=O)CN2C(=O)NC3(CCCC3)C2=O)cc1OC	2%[11.6 µM]	-0.5	-12%	11%	-4%	5%	0.3	-1
O=C(O)c1ccccc1C(=O)NC1=NN(c2ccccc2)CC1	-3%	-0.8	-1%	1%	8%	13%	-4.1	1
COC(=O)c1sc2nc(N)c(C#N)cc2c1N	-19%	2.3	2%	2%	-2%	-8%	-0.2	79
CCOc1ccc(/C=N/NC2=NCCCCC2)cc1	0%	0.2	-9%	9%	6%	1%	0.0	1
O=C(NCCSc1ncc(-c2ccccc2)[nH]1)c1ccco1	-3%	-0.8	-10%	11%	4%	4%	-5.5	-5
O=C(Nc1ccc(OCc2ccccc2)cc1)Nc1nnc([C@H]2C[C@H](O)[C@@H](CO)O2)s1	2%	-1.0	-2%	3%	-5%	-13%	0.7	-21
COc1ccc(CN2C(=O)c3cccnc3C2=O)cc1S(=O)(=O)NC(C)C	-2%	-1.9	-6%	14%	1%	3%	-0.6	-9
COC(=O)c1ccc(CNC(=O)COC(=O)C2CCC(C(C)(C)C)CC2)cc1 (stereo unspecified)	1%	-1.6	6%	-14%	-20%	-9%	-3.7	-4
CCNC(=O)NC(=O)C(C)OC(=O)CCCSc1nc2ccccc2s1 (stereo unspecified)	0%	-2.0	-2%	-5%	-8%	-4%	-0.6	0
O=C(CC(=O)Nc1ccc(Br)cc1)Nc1ccc(Br)cc1	-5%	-0.2	-3%	7%	-1%	10%	-0.1	-3
O=C(NC1=NCCS1)c1ccc(N2CCCC2=O)cc1	8%	-1.7	2%	-4%	12%	-6%	0.2	-19
CCOC(=O)c1nc(C)n(-c2cc(Cl)cc(Cl)c2)n1	3%	-5.4	-9%	7%	3%	9%	-1.5	/
CC(=O)Nc1ccc(S(=O)(=O)NCc2ccc(C)cc2)cc1	-19%	1.0	-2%	6%	20%	2%	1.8	/
COc1cc(/C=N/N2C(C)CCCC2C)cc(Br)c1O (stereo unspecified)	5%	-0.3	4%	5%	-14%	-1%	-0.6	4
COc1ccc(NC(=O)Nc2ccc3c(c2)C(=O)N([C@H](C)CO)C[C@H](C)[C@@H](CN(C)S(=O)(=O)c2ccc(F)cc2)O3)cc1	-13%	-0.7	-14%	2%	-11%	0%	-0.5	-4
CCC(C)(C(=O)NC1CCCCC1)N(C(=O)C1CCC(=O)N1)c1ccc(C)cc1 (stereo unspecified)	11%	-2.1	?	-3%	10%	1%	-1.0	-2
Fc1cc(F)c2nc(Nc3nc4c(F)cccc4s3)sc2c1	-16%	0.8	-12%	-7%	11%	2%	-0.8	2
